Compound activity as filed in PubChem BioAssay.
ATXN2 expr inh: ATXN2 expression inhibition; AID 1745845; HEK-293 ATXN2-luciferase reporter, luminescence, 24 h; 360,000 compounds, 0.72% hits; Potency, µM (top dose mostly 57 µM), for inactives: at the highest dose activity change, negative = inhibition, most hits filed as inhibitors; also: potency is read from the fitted curve at half-maximal effect; % is scaled to controls: 0 for no effect and ±100 for the full control effect; nearly all actives have a fitted effect of over 55% in size
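qHTS (up to 57 uM final) was run with 24 h compound exposure of reporter cells at 37 °C. Each well was multiplexed: SteadyGlo luminescence measured ATXN2-luciferase expression after a fluorogenic Gly-Phe-AFC viability readout (25 uM final).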
KB-3-1 tox: kills parental KB-3-1 adenocarcinoma cells | KB-3-1 viability, CellTiter-Glo ATP luminescence, 72 h | Potency, µM (titrated, usually from 46.1 µM), for inactives: top-dose activity change, negative = cytotoxic, most hits filed as cytotoxic | 400,000 compounds, 1.4% hits | AID 1347075; also: potency is read from the fitted curve at half-maximal effect; % is scaled to controls: 0 for no effect and ±100 for the full control effect; nearly all actives have a fitted effect of over 60% in size
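Cytotoxicity in the drug-sensitive parental line KB-3-1 was scored as loss of CellTiter-Glo luminescence following 72 h incubation with compound. Values come from curve fitting of normalized concentration-response data.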
IL-1B inflam inh: inhibitors of inflammasome signaling (IL-1 beta secretion). 360,000 compounds, 4.7% hits. activity change, % at 57.5 µM. AID 743279. THP-1 LPS/ATP IL-1B secretion, AlphaLISA, 16 h; stronger effect = lower value; in the data active = activity change below about -50%; inconclusive = mostly about -30% to -49%; also: % is scaled to controls: 0 for no effect and ±100 for the full control effect
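THP-1 cells pretreated 1 hr with compounds (up to 57.5 uM final), then stimulated with LPS (250 ng/mL final) plus ATP (1.25 mM final); secreted IL-1B measured by AlphaLISA after 16 hr, decreased signal indicating inhibition.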
HT1080 IDH1KD tx: kills HT-1080 cells with IDH1 knockdown | AID 686971 | Potency, µM (doses to about 46.1 µM), for inactives: at the top dose activity, negative = toxicity, most hits filed as cytotoxic | HT-1080 IDH1 knockdown viability, ATP luminescence, 48 h | 360,000 compounds, 2% hits;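 also: potency is read from the fitted curve at half-maximal effect; 0% = DMSO wells and -100% = cell-free medium wells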
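Using the IDH1-knockdown HT-1080 line run in the same batch and compound series as the NT line, viability after 48 h at 37 °C was determined by CellTiter-Glo luminescence and expressed as % activity.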
ATXN viability: reduces viability in counter-screen for ATXN expression inhibitors | Potency, µM (highest dose often 56.7 µM), actives largely listed as cytotoxic | S2 cells (HEK-293 line with an ATXN2-luciferase reporter) viability, CellTiter-Fluor protease fluorescence, 24 h | 400,000 compounds, 0.49% hits; also: potency is read from the fitted curve at half-maximal effect; nearly all actives have a fitted effect of over 40% in size
SW480 rerep: inducers of DNA re-replication in SW480 colon cancer cells. SW480 DNA re-replication, Hoechst DNA content imaging, 48 h. Potency, µM (doses to about 46.1 µM), for the others: at the highest dose re-replication activation, actives largely listed as activators. 340,000 compounds, 1.8% hits. AID 624297; also: potency is read from the fitted curve at half-maximal effect; % of control where 0% means no effect; nearly all actives have a fitted effect of over 55% in size
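Readout is total intensity of Hoechst-stained nuclei, excited at 405 nm and collected at 500-530 nm. Compound treatment lasted 48 hr at 37 C in 5% CO2 before staining.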
MCF10A rereplic: induces DNA re-replication in MCF 10a normal breast cells | MCF 10A DNA re-replication, Hoechst nuclear intensity, 48 h | Potency, µM (highest dose often 46.1 µM), without a hit: at the top dose activity, positive = re-replication, actives largely listed as activators | 350,000 compounds, 2.9% hits | AID 624296; also: potency is read from the fitted curve at half-maximal effect; % of control where 0% means no effect; nearly all actives have a fitted effect of over 50% in size
HT1080-NT tox: kills 2HG-producing HT-1080-NT fibrosarcoma cells; HT-1080-NT fibrosarcoma viability, CellTiter-Glo ATP luminescence, 48 h; Potency, µM (doses to about 46.1 µM), inactives show at the top dose activity, negative = less viability, hits mostly cytotoxic; 360,000 compounds, 1.6% hits;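 also: NT is the 2HG producing partner of a matched IDH1 knockdown line; potency is read from the fitted curve at half-maximal effect; 0% = DMSO-treated cells and -100% = media-only wells without cells; nearly all actives have a fitted effect of over 55% in size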
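Fibrosarcoma NT cells, 750 per well in 5% FBS RPMI, were exposed to compound for 48 hours. Viability: CellTiter-Glo luminescence.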
HepG2 viability: kills HepG2 cells in TGF-b inhibitor counter-screen. AID 588856. 410,000 compounds, 0.76% hits. HepG2 CAGA-GFP viability, ATP luminescence, 18 h. Potency, µM (top dose mostly 46.1 µM), without a hit: top-dose activity change, negative = cytotoxicity, hits mostly cytotoxic; also: potency is read from the fitted curve at half-maximal effect; some results filed as inactive show a strong effect at the top dose
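CellTiter-Glo luminescence gave cytotoxicity after 18 hours at 37 degrees C. The cells were HepG2 CAGA-GFP in 1% FBS DMEM, stimulated with 500 pg/mL TGF-beta after compound addition. %Activity was normalised to no-cell wells (complete cell-killing) and DMSO (no toxicity), and curves were fitted and classified.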
The depositor's hits bear a star; i = inactive; ? = inconclusive; . = no result given; [ ] = remark or other dose. Unless noted, calls follow the shape of the dose curve; as a rule, active = well fitted curve in the direction sought with a large enough effect; inconclusive = small, poorly fitted or top-dose-only effect, or another doubt; inactive = no such curve, though single readings can be large; an effect the other way counts as inactive or inconclusive.

Structure	ATXN2 expr inh	KB-3-1 tox	IL-1B inflam inh	HT1080 IDH1KD tx	ATXN viability	SW480 rerep	MCF10A rereplic	HT1080-NT tox	HepG2 viability
N/C(=N\OC(=O)c1cccs1)C1(c2ccc(Cl)cc2Cl)CC1	-20%	-1%	.	-3%	i	33%	-2%	1%	1%
CCc1c(O)nc(SCc2ccc(F)cc2)[nH]c1=O	8%	10%	4	-7%	i	?	6%	0%	2%
COC(=O)C1CCN(C(=O)c2sc3nc(-c4ccc(F)cc4)cn3c2C)CC1	1%	-1%	35	8%	i	-4%	12%	11%	6%
O=C(COC(=O)c1cccs1)NC1CCCC1	12%	1%	9	6%	i	-23%	7%	9%	7%
CC(C)(C)S(=O)(=O)c1cnc2c(-c3ccc(Cl)cc3)cnn2c1N	6%	?	-1	2%	?	-13%	14%	0%	-9%
CCc1ccc(C(=O)/C=C/NCc2ccc(F)cc2)cc1	21%	-1%	0	7%	i	2%	?	3%	3%
CS(=O)(=O)N(CCc1ccccc1)CC(N)=O	3%	10%	8	-1%	i	-2%	-3%	6%	-18%
CCOc1cc(C2C3=C(CCCC3=O)N(CC(=O)O)C3=C2C(=O)CCC3)ccc1OC	-20%	13%	2	1%	?	-63%[inhibitor]	?	6%	5%
C=CCNC(=S)N/N=C(\C)c1cccc(NC(C)=O)c1	.	0%	-12	4%	i	-60%[inhibitor]	-1%	9%	-1%
CCOC(=O)C1C(=O)NC(N2CCN(CC)CC2)=NC1c1ccccc1 (stereo unspecified)	1%	0%	-3	9%	i	-5%	0%	15%	-7%
COc1cccc(OC)c1C(=O)OCC(=O)NCC(C)C	-1%	1%	-8	8%	i	-11%	-3%	11%	18%
COc1ccc(C2C(C(C)=O)=C(C)Nc3ncnn32)cc1OC (stereo unspecified)	2%	7%	27	11%	i	1%	-6%	11%	8%
CC(=O)Nc1ccc(S(=O)(=O)Nc2nc3ccccc3nc2Nc2ccc(C(=O)O)c(O)c2)cc1	2%	-12%	9	10%	i	-13%	-60%[inhibitor]	0%	14%
Cc1ccc(OCc2nc3ccccc3n2C(C)C(=O)Nc2c(C)cccc2C)cc1 (stereo unspecified)	.	-12%	-21	?	.	.	.	?	.
CCCNC(=O)c1cc2c(C(F)(F)F)nn(C)c2s1	-8%	3%	-13	16%	i	-6%	0%	19%	-8%

In a second layout: 2 of the compounds above.
CC(C)(C)S(=O)(=O)c1cnc2c(-c3ccc(Cl)cc3)cnn2c1N
  ATXN2 expr inh: 6%; KB-3-1 tox: ?; IL-1B inflam inh: -1; HT1080 IDH1KD tx: 2%; ATXN viability: ?; SW480 rerep: -13%; MCF10A rereplic: 14%; HT1080-NT tox: 0%; HepG2 viability: -9%

CCc1ccc(C(=O)/C=C/NCc2ccc(F)cc2)cc1
  ATXN2 expr inh: 21%; KB-3-1 tox: -1%; IL-1B inflam inh: 0; HT1080 IDH1KD tx: 7%; ATXN viability: i; SW480 rerep: 2%; MCF10A rereplic: ?; HT1080-NT tox: 3%; HepG2 viability: 3%

(more compounds)
Structure	ATXN2 expr inh	KB-3-1 tox	IL-1B inflam inh	HT1080 IDH1KD tx	ATXN viability	SW480 rerep	MCF10A rereplic	HT1080-NT tox	HepG2 viability
CC1(c2ccc(OC(F)F)cc2)NC(=O)N(CC(=O)Nc2cccc(F)c2)C1=O (stereo unspecified)	-8%	-2%	32	?	i	?	3%	?	-32%
Cc1sc2nc(CSCC(=O)Nc3cc(F)ccc3F)[nH]c(=O)c2c1C	.	7%	15	5%	i	-12%	0%	0%	-4%
COc1ccccc1NS(=O)(=O)c1ccc(C(=O)NCCCn2ccnc2)cc1	-13%	-23%	4	-4%	i	-8%	-5%	-3%	-12%
COC(=O)c1ccccc1NC(=O)CSc1nnc(-c2ccc(OC)cc2)n1C	3%	-2%	-3	2%	i	-2%	18%	0%	-12%
COc1cccc(-n2c(SCC(=O)Nc3cc(C)on3)nc3ccccc3c2=O)c1	-12%	9%	-6	-25%	?	6%	-1%	1%	-21%
CN(C)c1ccc(/C=N/NC(=O)CN(c2cccc(Cl)c2)S(C)(=O)=O)cc1Br	?	-1%	-50*	?	?	-6%	8%	?	-30%
OCCN(CCO)Cc1csc2ccccc12	-13%	12%	5	5%	i	-2%	-2%	10%	1%
Clc1ccc(-c2cnc(Oc3ccccc3)nc2)cc1	59%[activator]	-17%	?	-2%	i	3%	-3%	-5%	-18%
NC(=O)CC(NC(=O)Cc1cccc2ccccc12)c1ccc(N2CCN(c3ccccn3)CC2)c([N+](=O)[O-])c1 (stereo unspecified)	-16%	10%	15	-7%	?	-4%	-4%	0%	-24%
COc1ccc(OC)c(C2N(c3ccc(Cl)cc3)C(=O)C3CCCN32)c1 (stereo unspecified)	-4%	-7%	27	-10%	i	1%	12%	-24%	-21%
CCOC(=O)C1CCCN(S(=O)(=O)c2cccc3nsnc23)C1 (stereo unspecified)	-11%	4%	16	2%	i	-14%	0%	1%	2%
COc1cc(/C=C/CN2CCC(CO)(CC3CCCCO3)CC2)ccc1O (stereo unspecified)	3%	11%	-14	-12%	i	-4%	10%	-13%	-5%
COc1ccc(C(=O)Nc2ccc(S(=O)(=O)Nc3onc(C)c3C)cc2)cc1	-3%	11%	29	18%	i	-4%	-14%	13%	14%
COc1ccccc1CNC(=O)CC(c1ccc(C)cc1)N1Cc2ccccc2C1=O (stereo unspecified)	-19%	-7%	.	.	i	.	.	.	3%
Cc1cc(N=NC(=O)c2ccccc2)ccc1O	.	4%	26	-1%	i	-89%[inhibitor]	0%	0%	5%
Cc1ccc(C)c(NC(=O)CCNS(=O)(=O)c2ccc3c(c2)CCCC(=O)N3)c1	-2%	2%	.	.	i	.	.	.	-8%
Cc1ccc(NC(=O)c2cc(C)no2)cc1	14%	10%	-29	-2%	i	4%	5%	-2%	-12%
Cc1csc(C(C)N(C)C(=O)CCc2nnc(CCc3ccccc3)o2)n1 (stereo unspecified)	.	32%	-20	-1%	i	-16%	9%	29%	-1%
C[C@@H]1CN([C@@H](C)CO)C(=O)c2cc(NC(=O)Nc3ccc(F)cc3)ccc2O[C@@H]1CN(C)Cc1ccc(Oc2ccccc2)cc1	0%	0%	0	16µM*	25µM*	?	7%	?	16µM*
Cc1noc(NS(=O)(=O)c2ccc(NC(=O)c3cnc4n(c3=O)CCS4)cc2)c1C	0%	-5%	25	1%	i	0%	0%	14%	-1%
Cc1[nH]n2c(=O)cc(C(C)C)nc2c1-c1ccccc1	-28%	?	-9	?	?	5%	?	-4%	-28%
O=C(NC12CC3CC(CC(C3)C1)C2)c1ccc(-c2ccccc2Cl)o1	125%[activator]	?	-2	?	i	9%	16µM*	?	-14%
CCCC(=O)Nc1c2c(nn1-c1cccc(C)c1C)CS(=O)(=O)C2	-1%	-4%	11	-8%	i	-6%	?	-7%	-5%
CCOC(=O)Cc1csc(NC(=O)CCc2ccc(S(=O)(=O)N3CCOCC3)cc2)n1	-4%	8%	15	9%	i	23µM*	?	7%	1%
Cc1ccc(NC(=O)C2CCN(c3nc(C)cc(C)n3)CC2)cc1	-18%	-2%	8	4%	i	-6%	15%	0%	0%
Cc1ccc(-n2c(CSc3nc(C)cc(C)n3)nnc2SCC(=O)N2CCCC2)cc1	3%	5%	12	0%	i	-2%	6%	-5%	-10%
Cc1cc2cc(CNC(=O)c3ccc4c(c3)OCO4)ccc2[nH]1	21%	6%	-6	4%	i	-1%	3%	10%	-12%
CCCC/C(O)=C1\C(=O)CC(C)(C)CC1=NCCCCCC(=O)O	-13%	2%	0	13%	i	-3%	?	18%	1%
c1ccc(SCc2cc(-c3ccccc3)no2)cc1	24%	2%	-30	-5%	i	1%	1%	-5%	-19%
CC(=O)Nc1ccc(-c2cc(-c3ccc(NC(C)=O)cc3)nc(-c3ccccc3)n2)cc1	-13%	-10%	5	14%	i	-3%	-6%	6%	13%
COc1ccc(C(CNC(=O)c2oc3ccc(F)cc3c2C)N2CCCCC2)cc1 (stereo unspecified)	-25%	?	?	-28%	i	?	-16%	-11%	-58%
O=C1NCCCC1C(=O)N/N=C/c1cccc([N+](=O)[O-])c1 (stereo unspecified)	-11%	0%	.	10%	i	?	-15%	1%	-1%
CSc1ccc(S(=O)(=O)NC(C)c2ccccc2)cc1 (stereo unspecified)	1%	-18%	-1	-2%	i	7%	4%	0%	-13%
CCOC(=O)c1nn(-c2ccc(C)cc2)cc1O	15%	2%	-20	6%	i	-1%	-3%	16%	3%
CC(C)(C)OC(=O)C[C@@H]1C/C=C\C[C@H](CC(=O)N[C@H](CO)Cc2ccccc2)C(=O)N[C@@H](Cc2ccccc2)COC1=O	-14%	1%	-11	1%	i	-2%	-7%	0%	1%
COc1cc(OC)c(/C=N/NC(=O)c2ccc(Cn3nc([N+](=O)[O-])cc3C)cc2)c(OC)c1	.	4%	-14	0%	i	-4%	-6%	-2%	10%
CCCCN(C(=O)CSc1nnc(-c2ccco2)o1)c1c(N)n(Cc2ccccc2)c(=O)[nH]c1=O	23%	17%	-14	20%	i	-4%	0%	8%	-21%
CCC(C)(C)C1CCC2(CC1)NC(=O)N(CC(=O)N1CCN(C(=O)c3ccco3)CC1)C2=O (stereo unspecified)	-5%	9%	-4	18%	i	-6%	-3%	9%	-11%
COc1ccccc1-c1cn(C(C)(C)C)nc1C	-3%	-1%	-4	0%	i	-3%	-2%	11%	2%
NNC(=O)c1oc2nc(-c3ccccc3)cc(-c3ccccc3)c2c1N	-31%	-24%	24	-19%	.	?	18µM*	6%	-69%
O=C1c2ccccc2C(Nc2ccc(F)c(Cl)c2)N1c1ccccn1 (stereo unspecified)	-6%	-22%	-13	-18%	i	3%	0%	0%	-4%

Compounds were not picked by outcome, and some 8.9% of all compounds hit somewhere here.
